UGM FP inh: inhibitors of M. tuberculosis UDP-galactopyranose mutase; AID 504406; inhibition, % at 10 µM; P9WIQ1; 0.06% of 320,000 active; purified UGM, fluorescence polarization probe displacement; in the data active = inhibition above about 10%, passing the limit was not always enough; inconclusive = no clear call, values can overlap the other calls
Target sequence (P9WIQ1 whole entry, looked up): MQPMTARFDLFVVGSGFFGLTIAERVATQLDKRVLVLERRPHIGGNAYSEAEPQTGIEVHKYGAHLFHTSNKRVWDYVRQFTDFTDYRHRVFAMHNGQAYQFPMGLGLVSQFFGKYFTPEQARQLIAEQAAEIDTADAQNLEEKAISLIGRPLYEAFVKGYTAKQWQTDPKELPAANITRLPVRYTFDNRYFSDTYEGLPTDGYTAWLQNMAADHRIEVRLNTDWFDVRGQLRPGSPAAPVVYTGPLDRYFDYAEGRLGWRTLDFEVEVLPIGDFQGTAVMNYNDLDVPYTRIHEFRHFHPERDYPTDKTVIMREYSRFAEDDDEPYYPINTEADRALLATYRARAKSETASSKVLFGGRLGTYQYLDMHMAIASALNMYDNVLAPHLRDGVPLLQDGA
FadD28 FP inh: inhibitors of Mycobacterium tuberculosis FadD28 bisubstrate binding; FadD28 bisubstrate probe binding, fluorescence polarization; inhibition, % at 12.5 µM; 0.22% of 360,000 active; AID 588549; in the data active = inhibition above about 8.5%, passing the limit was not always enough; inconclusive = no clear call, values can overlap the other calls
CCHFV vOTU inh: CCHFV vOTU protease inhibition; Pep-AMC fluorescence; inhibition, % at 11.5 µM; 0.55% of 370,000 active; AID 651958; also: 0% = vehicle wells with enzyme and 100% = no enzyme wells
PrPC TRFRET: reduces human prion protein on the cell surface | P04156 | cell surface PrPC, TR-FRET read-out | inhibition, % at 13.8 µM | 0.43% of 370,000 active | AID 720596; in the data active = inhibition above about 24%; also: 0% = median of the test wells and 100% = reference compound wells
BioA inh: inhibitors of Mycobacterium tuberculosis BioA enzyme. AID 602481. purified M. tuberculosis BioA enzyme, plate reader. inhibition, % at 9.99 µM. 0.096% of 360,000 active; in the data active = inhibition above about 40%; inconclusive = no clear call, values can overlap the other calls
Mtb FBA inh: inhibits M. tuberculosis FBA enzyme; P9WQA3; purified M. tuberculosis FBA, fluorescence read-out; inhibition, % at 1 µM; 2.3% of 360,000 active; AID 588726; in the data active = inhibition above about 27%;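 also: 0% = vehicle and 100% = reference inhibitor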
Target sequence (P9WQA3 whole entry, looked up): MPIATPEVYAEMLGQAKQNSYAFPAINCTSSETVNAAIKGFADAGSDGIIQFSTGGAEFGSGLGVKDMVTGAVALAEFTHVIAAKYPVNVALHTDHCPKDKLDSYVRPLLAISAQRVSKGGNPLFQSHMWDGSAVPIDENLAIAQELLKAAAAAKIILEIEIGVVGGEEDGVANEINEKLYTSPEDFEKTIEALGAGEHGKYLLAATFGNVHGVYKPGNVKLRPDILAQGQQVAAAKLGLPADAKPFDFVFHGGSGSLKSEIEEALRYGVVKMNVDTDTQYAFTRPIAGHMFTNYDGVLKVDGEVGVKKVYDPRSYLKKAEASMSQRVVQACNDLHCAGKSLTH
GDH-TPI counter: counter-screen for M. tuberculosis FBA inhibitors: GDH-TPI coupled enzymes. 1.2% of 360,000 active. GDH-TPI coupled enzyme counterscreen, NADH absorbance. inhibition, % at 4.8 µM;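 also: 0% = DMSO wells and 100% = wells lacking the enzyme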
BoNT-F LC inh: BoNT F light chain protease inhibition; Multiplex microsphere protease cleavage assay, flow cytometry; 0.22% of 360,000 active; inhibition, % at 10 µM; AID 588497; in the data active = inhibition above about 35%, passing the limit was not always enough; inconclusive = no clear call, values can overlap the other calls; also: plate controls were buffer without enzyme for full effect and enzyme alone for no effect
BoNT-A LC inh2: BoNT A light chain protease inhibition; multiplex microsphere protease substrate cleavage, flow cytometry; inhibition, % at 10 µM; 0.17% of 360,000 active; in the data active = inhibition above about 30%; inconclusive = no clear call, values can overlap the other calls; also: plate controls were buffer without enzyme for full effect and enzyme alone for no effect
An asterisk follows results filed as active; ? = inconclusive; · = no result given; + = active, no number; & = joins results of further samples. Rule as the data show it, unless noted: active = inhibition above about 30%; inactive = the rest.

Results follow in this order: PrPC TRFRET	CCHFV vOTU inh	BoNT-A LC inh2	BoNT-F LC inh	FadD28 FP inh	Mtb FBA inh	BioA inh	UGM FP inh	GDH-TPI counter
Cn1c(CNc2ccc(F)cc2)nnc1SCC(=O)NNC(=O)Cc1ccccc1
 : -3	-6	0.5	2	-0.8	-4	·	-0.1	-4
Cc1c(C=O)c2ccccn2c1C(=O)c1ccccc1Cl
 : 3	1	-0.2	14	·	3	-3.7	-0.7	17
COCCNC(=O)c1c[nH]c2ccc(S(=O)(=O)N3CCOCC3)cc2c1=O
 : 4	-13	0.7	1	-1.1	17	-4.7	0.2	11
Cc1oc(-c2ccccc2Cl)nc1CSCC(=O)NC1CCCC1
 : 6	9	-0.3	-2	-3.3	1	·	-0.2	-7
O=C(N/N=C/c1ccc(Br)o1)c1ccc2c(c1)OCCO2
 : 10	18	-4.7	-32	-1.5	1	·	-0.4	41*
CC(=O)Nc1ccc(S(=O)(=O)N2CCC(C(=O)NCCc3c[nH]c4ccccc34)CC2)cc1
 : -3	13	-0.8	2	0.2	1	-0.1	-3.2	1
CC(C)c1ccc(CCNC(=O)c2ccc([N+](=O)[O-])cc2)cc1
 : 1	14	-0.3	0	-0.7	0	0.2	2.1	-2
COc1cc(CNCCc2ccccc2)cc(Cl)c1OCc1ccccc1
 : 11	12	-0.4	-25	-11	2	-1.8	-0.6	4
CC(OC(=O)c1ccco1)C(=O)NCc1cccs1 (configuration not stated)
 : -1	9	1.1	2	-1.9	-9	-0.2	1.6	12
Cn1cc(C(=O)NCc2cccs2)c(=O)c2cc(S(=O)(=O)N3CCCC3)ccc21
 : -1	-18	-0.2	-2	-2.3	-2	2.2	1.3	10
Cc1cc(F)ccc1S(=O)(=O)N1CCCCC1CCNC(=O)C(=O)NCc1ccccn1 (configuration not stated)
 : 9	-9	8.3	10	-1.3	0	·	-1.2	6
CN(C)CCNC(=O)c1ccc2c(c1)N(Cc1ccc(F)cc1)CCS2
 : -8	-87	0.3	-1	-1.9	87*	0.8	4.3	-1
Cc1ccc(-n2nnc3c(=O)n(Cc4cc(C)ccc4C)cnc32)cc1
 : 1	-16	-0.4	-21	-3.3	1	-0.1	-0.7	7
O=C(NNCC(O)COc1ccccc1)c1ccccc1 (configuration not stated)
 : -1	-6	-0.1	2	-2.3	-2	-2.2	-3.6	15
COCCCN1C(=O)C(CC(=O)NCCN2CCOCC2)CC(C(=O)N2CCOCC2)=C1C (configuration not stated)
 : -10	39*	0.5	3	·	·	·	·	·
C[C@H](O)[C@@H]1C(=O)N2CCc3c([nH]c4ccccc34)[C@@H]2C[C@@H]1N(C)S(=O)(=O)c1ccccc1
 : -21	-236	1.4	-3	-0.4	72*	·	·	11
Cc1ccc(CNC2=NCCCCC2)n1C
 : -5	-10	-0.3	-4	-3.3	4	0.5	2.0	-6
CCOc1ccc(N2C(=O)CC(N(CCc3ccc(OC)c(OC)c3)C(=S)Nc3ccccc3)C2=O)cc1 (configuration not stated)
 : 0&-7	10&7	-0.4	-6	-2.5	-1	·	0.0	3
Cn1cc(C(=O)CCl)c2ccccc21
 : 1	-6	-1.5	-8	-0.5	0	1.1	·	5
CC(C)COP(=O)(OCC(C)C)C(O)c1ccccc1F (configuration not stated)
 : 7	7	-0.1	5	0.8	-3	0.7	-0.4	14
COc1ccc2cc3cc(C(=O)NCC4CCCO4)oc3nc2c1 (configuration not stated)
 : -21	-257	0.5	-18	-2.5	+	0.5	0.4	30
COc1cccc(/C=N/n2c(-c3cccs3)n[nH]c2=S)c1
 : 1	12	-0.4	3	-0.6	3	1.0	-0.4	15
CC(C)(C)c1cc(C(=O)NNS(=O)(=O)c2ccccc2)n[nH]1
 : 7	5	-0.9	-12	-0.7	-1	·	-1.5	-5
CC(=O)c1cccc(-n2c(CCC(=O)O)ccc2-c2ccccc2)c1
 : 0	4	-1.1	-2	1.0	2	1.1	1.4	15
Cc1ccc(C(=O)NCC(=O)OC(C)C(=O)Nc2ccc(N(C)C)cc2)cc1C (configuration not stated)
 : -5	-2	0.2	-1	-1.6	0	·	-2.3	1
CCn1c2ccccc2c2cc(NC(=O)COC(=O)c3cc(OC)c(OC)cc3OC)ccc21
 : -4	-5	-0.5	-9	-2.6	-2	2.1	-1.5	3
CCC(=O)N/C=C/n1cnc2cc(C(F)(F)F)ccc21
 : 3	6	2.0	?	-2.9	1	0.2	-3.4	-6
COc1ccc(Nc2nnc(-c3ccc(C)cc3)c3ccccc23)cc1C(=O)N1CCCCC1
 : 4	8	0.9	-5	-2.7	3	4.6	-1.0	13
CN1CCN(C(=O)c2ccc3c(Cl)c4c(nc3c2)CCCC4)CC1
 : -10	8	0.3	-2	1.1	-3	-0.5	-0.4	-1
O=C(Nc1ccn(Cc2ccccc2)n1)c1cccc(Cn2cc([N+](=O)[O-])cn2)c1
 : 9	-3	0.4	-1	-0.4	-2	·	0.0	9

The final three records of the part before open the next one:
Results follow in this order: PrPC TRFRET	CCHFV vOTU inh	BoNT-A LC inh2	BoNT-F LC inh	FadD28 FP inh	Mtb FBA inh	BioA inh	UGM FP inh	GDH-TPI counter
COc1ccc(Nc2nnc(-c3ccc(C)cc3)c3ccccc23)cc1C(=O)N1CCCCC1
 : 4	8	0.9	-5	-2.7	3	4.6	-1.0	13
CN1CCN(C(=O)c2ccc3c(Cl)c4c(nc3c2)CCCC4)CC1
 : -10	8	0.3	-2	1.1	-3	-0.5	-0.4	-1
O=C(Nc1ccn(Cc2ccccc2)n1)c1cccc(Cn2cc([N+](=O)[O-])cn2)c1
 : 9	-3	0.4	-1	-0.4	-2	·	0.0	9
CCc1nnc(NC(=O)c2cc(S(=O)(=O)N3CCN(CC)CC3)ccc2Cl)s1
 : ·	·	0.6	11	-2.1	-1	-0.6	·	7
CC(=NNC(=S)N1CC2CCC(CC2)C1)c1nccs1
 : -9	4	8.6	31	-2.1	1	·	·	30
CCC(=O)N(Cc1cc2cc(OC)ccc2[nH]c1=O)c1ccccc1C
 : 2	-16	0.0	5	-3.7	15	1.2	-1.0	13
O=[N+]([O-])c1ccc(O)c(/C=N/n2c(-c3ccccc3)n[nH]c2=S)c1
 : 0	-7	1.4	9	-4.2	0	-1.4	-0.8	15
CCNC(=O)Nc1cc(S(=O)(=O)Nc2ccc(OC)cc2)ccc1N1CCOCC1
 : ·	·	-0.5	1	-0.4	-1	8.9	-2.1	7
Cc1ccc(/C=C/C(=O)c2ccccc(=O)c2O)cc1C
 : 4	-4	12	-7	-1.1	-4	·	-1.9	6
N#CCC(=O)N/N=C/c1cn(Cc2ccc3ccccc3c2)c2ccccc12
 : 3	-4	·	·	-0.8	1	-0.4	-2.8	30
CCN(CC)C(=O)C1CCCN(c2ncnc3c2cnn3-c2ccc(Cl)cc2)C1 (configuration not stated)
 : 14	11	-0.6	3	-2.9	5	7.8	3.5	9
CC1CCN(c2c([N+](=O)[O-])c(=O)n(-c3ccccc3)c3ccccc23)CC1
 : -4	6	-1.1	-41	0.3	7	0.2	-0.1	0
COc1ccccc1-c1cnc(C(O)c2ccc(Cl)cc2C)[nH]1 (configuration not stated)
 : -3	-1	-0.5	-6	-1.9	-1	1.2	·	11
Cc1ccc(C(C(=O)NC2CCCCC2)N(C(=O)c2csnn2)C2CC2)o1 (configuration not stated)
 : 4	0	-0.8	1	-0.2	2	-1.4	2.0	2
COc1ccc(-n2c(-c3ccco3)nc3c(cnn3-c3ccccc3C)c2=O)cc1
 : 3	-7	0.3	-10	-4.8	-4	2.0	-2.2	9
CC(=O)C1=C(O)C(=O)N(c2ccc(C(=O)O)cc2)C1c1ccc([N+](=O)[O-])cc1 (configuration not stated)
 : -7	-9	-1.5	-7	-1.6	-2	-1.1	2.2	21
Cc1ccc(C2(C)NC(=O)N(CC(=O)Nc3ccc4[nH]c(=O)[nH]c4c3)C2=O)cc1 (configuration not stated)
 : 6	4	-1.7	-4	-1.7	1	·	-0.4	1
C=CCn1c(C(CCCC)CC(O)COCCC)n[nH]c1=S (configuration not stated)
 : -1	-2	-0.7	-3	-0.9	-2	·	0.5	1
O=C(COc1ccc(-c2nnco2)cc1)Nc1ccc(F)c(Cl)c1
 : 2	13	-0.3	-8	-4.6	0	1.3	-1.9	1
Cc1cc(CN(C)C(=O)c2ccc3nc(Cc4ccccc4F)oc3c2)on1
 : -4	13	-1.3	-2	-2.0	4	1.7	-2.8	3
Cc1[nH]n(-c2ccc(C(=O)O)cc2)c(=O)c1CCO
 : -10	0	-0.3	-4	-2.6	0	·	·	5
CN1CCN(S(=O)(=O)c2cccc(C(=O)N3CCc4ccccc43)c2)CC1
 : -4	-13	0.5	-10	0.8	-5	-0.6	2.7	-1
Cc1cc(C)c(S(=O)(=O)N2CCCC(C(=O)NCCC3=CCCCC3)C2)c(C)c1 (configuration not stated)
 : 2	17	-0.9	-5	-1.8	2	-1.1	-0.9	4
O=S(=O)(NC1CCCCC1NCc1ccco1)c1ccc(Cl)cc1 (configuration not stated)
 : 0	-12	-0.5	-5	0.5	1	0.2	1.1	-4
CNC(=O)c1ccc(NC(=O)C2CCN(c3ncnc4sc(C)c(C)c34)CC2)cc1
 : 2	3	-0.3	6	-0.7	3	0.9	-4.3	-5
O=c1c2cnn(-c3ccccc3)c2ncn1Cc1ccco1
 : 2	10	-0.2	-4	-3.8	1	-0.4	3.2	-3
O=C(c1ccc2c(c1)OCO2)N(c1ccccc1)C1C=CS(=O)(=O)C1 (configuration not stated)
 : 0	8	-0.8	-32	-3.6	-9	-1.3	3.8	-1
O=C1C=C2C=C[C@H]3C[C@]2(O1)[C@@H]1CCCCN13
 : 5	-5	-0.7	0	0.6	0	-0.7	-2.8	2
S=c1[nH]nc(CCc2nc3ccccc3[nH]2)n1-c1cccc(Cl)c1
 : -9	6	-0.5	-2	-1.0	-1	·	-0.4	15
CN(C)CCN1C(=O)C(O)=C(C(=O)c2cc3ccccc3o2)C1c1ccc(N(C)C)cc1 (configuration not stated)
 : -5	-4	0.8	-2	3.3	-1	7.6	-0.9	15
NCCCCCc1nnc(SCC(=O)c2ccc(Cl)cc2)o1
 : 6	-18	-1.5	-9	-2.1	6	6.4	0.3	-1
O=C(COC(=O)C1=COCCO1)Nc1cc(C(F)(F)F)ccc1Cl
 : -2	7	-0.1	-1	-0.2	1	-1.7	-0.1	-3
CN1C=CC=C/C1=C1\SC(=S)N(C2CCCCC2)C1=O
 : -8	3	?	3	0.9	-16	1.6	4.0	11
Cc1cc(SCc2cccc(C(F)(F)F)c2)nc(=O)[nH]1
 : ·	·	2.2	6	-3.3	-3	-1.4	0.1	-9

Assay outcomes deposited in PubChem by several laboratories.
